Bioassay records deposited in PubChem by several laboratories.
GLD-1 TGE inh = GLD-1-TGE RNA interaction inhibition (C. elegans). purified GLD-1 + fluorescein TGE RNA, fluorescence polarization. inhibition, % at 5.96 µM. 320,000 compounds, 0.44% hits. AID 2280;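 active means percent inhibition above a per-plate cutoff, the plate mean of test compounds plus 3 SD, cut at about 30% in these data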;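 further: 0% = DMSO wells with GLD-1 and probe and 100% = wells lacking GLD-1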
pPAFAH inh = inhibitors of human plasma PAF acetylhydrolase (pPAFAH); Q13093; recombinant pPAFAH, FP-rhodamine probe fluorescence polarization; inhibition, % at 3.39 µM; 330,000 compounds, 1.5% hits; AID 463082;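 active means inhibition above the mean inhibition across the screen plus 3 SD, cut at about 25% in these data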;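 further: inhibitors block binding of the rhodamine activity-based probe so polarization drops; 0% = enzyme with DMSO and 100% = wells lacking pPAFAH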
Target sequence (Q13093 whole entry, looked up): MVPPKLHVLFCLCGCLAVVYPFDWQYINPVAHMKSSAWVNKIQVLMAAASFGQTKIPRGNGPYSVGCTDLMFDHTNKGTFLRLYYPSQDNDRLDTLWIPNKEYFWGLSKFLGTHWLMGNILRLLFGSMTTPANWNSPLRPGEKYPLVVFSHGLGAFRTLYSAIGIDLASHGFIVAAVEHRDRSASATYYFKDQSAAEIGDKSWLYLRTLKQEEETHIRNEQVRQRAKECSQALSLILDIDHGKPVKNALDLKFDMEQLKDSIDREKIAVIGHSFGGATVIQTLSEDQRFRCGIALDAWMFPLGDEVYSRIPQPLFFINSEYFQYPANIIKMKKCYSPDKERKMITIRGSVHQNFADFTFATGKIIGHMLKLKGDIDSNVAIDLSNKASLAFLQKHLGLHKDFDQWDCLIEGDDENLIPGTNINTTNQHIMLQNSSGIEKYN
PAFAH1B2 FP inh = blocks human PAF acetylhydrolase 1b catalytic subunit 2 | recombinant PAFAH1B2, FP-rhodamine activity probe, fluorescence polarization | inhibition, % at 3.39 µM | 340,000 compounds, 1.2% hits | P68402;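 active means inhibition above the mean of all tested compounds plus 3 SD, cut at about 24% in these data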;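 further: 0% = enzyme with DMSO and 100% = wells lacking PAFAH1B2; many of its hits are not listed in these tables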
MCL1-BIM inh = disrupts human MCL1 binding to BIM-BH3 peptide; inhibition, % at 10.9 µM; 320,000 compounds, 0.68% hits; GST-MCL1 / FITC-Bim-BH3 fluorescence polarization; Q07820;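 active means inhibition above the mean inhibition of all tested compounds plus 3 SD, set per campaign, cut at about 40% in these data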;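 further: 0% = DMSO wells and 100% = unlabeled Bim-BH3 peptide control; higher means more loss of mP so more displacement of Bim peptide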
Target sequence (Q07820 whole entry, looked up): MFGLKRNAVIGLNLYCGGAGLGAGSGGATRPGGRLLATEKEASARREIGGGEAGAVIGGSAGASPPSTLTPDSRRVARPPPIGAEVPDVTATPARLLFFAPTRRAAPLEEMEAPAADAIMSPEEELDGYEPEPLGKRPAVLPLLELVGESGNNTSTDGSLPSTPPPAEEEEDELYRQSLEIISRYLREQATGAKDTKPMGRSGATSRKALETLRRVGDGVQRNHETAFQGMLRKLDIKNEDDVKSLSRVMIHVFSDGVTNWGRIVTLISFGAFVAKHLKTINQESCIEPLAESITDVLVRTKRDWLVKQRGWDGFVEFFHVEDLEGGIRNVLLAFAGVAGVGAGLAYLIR
Fam108B counter = blocks mouse Fam108B hydrolase in RBBP9 counter-screen; recombinant Fam108B, FP-Rh probe fluorescence polarization; inhibition, % at 9.51 µM; 300,000 compounds, 0.33% hits; AID 1947;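 active means inhibition above the screen mean inhibition plus 3 SD, computed separately per campaign, cut at about 18% in these data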;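 further: inhibitors lower polarization as less probe binds the enzyme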
AHR act = activates the human aryl hydrocarbon receptor; P35869; AHR-responsive luciferase reporter cells, luminescence; activation, % at 5 µM; 320,000 compounds, 2.5% hits; AID 2796; in the data active means activation above about 47%;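 further: 0% = vehicle wells and 100% = reference agonist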
PME-1 primary = PME-1 (human) inhibition; Q9Y570; 320,000 compounds, 0.53% hits; recombinant PME-1, FP-Rh probe fluorescence polarization; AID 2130; inhibition, % at 5.9 µM;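 active means inhibition above the campaign mean of all compounds plus 3 SD, cut at about 26% in these data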;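 further: competitive labeling of PME-1 active site by serine hydrolase directed probe; 0% = PME-1 with DMSO and 100% = wells lacking PME-1 enzyme; inhibitors block probe labeling so polarization falls and inhibition rises; many of its hits are not listed in these tables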
Bcl-xL primary = blocks human Bcl-xL binding to Bim BH3 peptide; Q07817; GST-Bcl-xL / FITC-Bim BH3 peptide fluorescence polarization; inhibition, % at 10.9 µM; 320,000 compounds, 0.7% hits; AID 2129;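 active means inhibition above the mean of all tested compounds plus 3 SD, cutoff set per campaign, cut at about 30% in these data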;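 further: 0% = DMSO wells and 100% = unlabeled Bim-BH3 peptide competitor; inhibitors lower millipolarization by displacing the labeled peptide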
Target sequence (Q07817 whole entry, looked up): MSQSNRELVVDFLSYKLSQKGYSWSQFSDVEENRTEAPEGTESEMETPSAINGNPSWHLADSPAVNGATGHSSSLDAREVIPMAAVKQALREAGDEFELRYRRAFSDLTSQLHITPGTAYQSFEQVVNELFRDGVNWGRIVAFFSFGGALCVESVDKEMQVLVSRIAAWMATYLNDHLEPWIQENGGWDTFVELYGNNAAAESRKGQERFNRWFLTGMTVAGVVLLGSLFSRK
MEX-5 binding = C. elegans MEX-5 TCR-2 RNA binding activity; Q9XUB2; MEX-5/FITC-TCR2 RNA binding, fluorescence polarization; stronger effect = lower value; activity score (negative = inhibition of binding), % at 10 µM; 300,000 compounds, 0.38% hits;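 active means inhibition past about -25% in most replicates, and total fluorescence under double the plate's negative control median, limit read from the data; inconclusive means replicates evenly split on the limit, or fluorescence at least double controls; inactive means too little inhibition in most replicates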;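 further: 0% = DMSO and -100% = 5 µM competing unlabeled TCR2 RNA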
Starred values were filed as active, the others as inactive; ? = inconclusive; / = not tested or not shown. This is a subset (hit frequency here may not be typical).

SMILES	GLD-1 TGE inh	pPAFAH inh	PAFAH1B2 FP inh	MCL1-BIM inh	Fam108B counter	AHR act	PME-1 primary	Bcl-xL primary	MEX-5 binding
CC(C)OP(=O)(OC(C)C)C(Nc1ccccc1)c1cccnc1 (stereo not given)	3	4	4	6	2	-1	4	0	0.5
O=C(C1=C(O)C(=O)N(CC2CCCO2)C1c1cccc(O)c1)c1ccco1 (stereo not given)	5	2	1	-2	-2	-1	0	6	-0.9
CCCCN(C)C(=O)c1nc2ccccn2c1CN1CCC[C@H]1C(=O)OC	6	1	3	4	-3	3	-1	2	0.0
Cc1ccc2nccc(C(=O)N3CCCC(N4CCN(c5ccc(F)cc5)CC4)C3)c2c1 (stereo not given)	3	1	-2	1	-3	1	4	1	1.8
O=S1(=O)CCOC[C@H](CC2CCCCC2)N1Cc1cccc(F)c1	10	1	24*	-11	5	7	-2	0	1.4
COC(=O)CSc1nnc(NC(=O)/C=C\c2ccc3c(c2)OCO3)s1	3	5	2	8	0	4	2	1	0.5
COc1ccccc1OCc1nnc(SCC(=O)Nc2ccc(N3CCOCC3)cc2)n1C	-9	-2	-5	1	-1	3	3	-2	-1.6
O=C(NN1C(=O)/C(=C/C=C/c2ccco2)SC1=S)c1ccncc1	4	72*	/	80*	41*	-1	-27	46*	-15
CCOc1ccc(C(=O)Nc2cnn(Cc3ccc(Cl)c(Cl)c3)c2)cc1	5	-12	0	2	-5	11	-15	-6	0.5
CN(C)S(=O)(=O)c1cccc(C(=O)Nc2ccccc2[N+](=O)[O-])c1	1	5	-1	5	-4	3	4	-1	-2.2
Cc1onc(-c2ccccc2)c1C(=O)OCC(=O)N1CCC(C)CC1	9	-6	1	-9	/	0	-2	-3	/
CC(C)(C)c1ccc(C2SCC(=O)N2c2cccc(C(=O)O)c2)cc1 (stereo not given)	-5	-1	18	6	6	2	7	4	1.3
O=C(NC12CC3CC(CC(C3)C1)C2)N1CCC(n2nnc3ccccc32)CC1	3	5	-4	1	-3	2	-8	4	0.3
C=CCNC(=O)c1ccc(CNS(=O)(=O)c2ccc(NC(C)=O)cc2)cc1	-1	-2	1	-2	2	-3	6	0	1.4
COc1cc(C(=O)/C=C/c2cccnc2)ccc1O	-2	6	1	-8	-1	12	-4	-2	-3.8
Cc1ccc(C)c(OCC(=O)Nc2c(C)n(C)n(-c3ccccc3)c2=O)c1	5	0	3	3	/	-1	2	6	/
CC(=O)c1c(C)[nH]c(C(=O)OCC(=O)c2ccc3c(c2)NC(=O)CO3)c1C	0	-6	-4	/	/	2	/	/	/
CCOc1ccc(S(=O)(=O)N2CCCCC2)cc1NS(=O)(=O)c1cccs1	3	1	1	-4	/	0	12	2	/
CCc1ccc(C(=O)c2cc3ccc(O)cc3oc2=O)cc1	7	8	7	2	-2	0	-2	3	-2.8
CCCCC(=O)Nc1ccc(C(=O)N(CC)c2ccccc2C)cc1	4	5	-4	-2	1	1	3	2	1.7
C/C=C1\COC(C(=O)NCc2ccccc2)(C(F)(F)F)C=C1C=C1CCCCC1 (stereo not given)	-1	-1	-5	4	-2	-2	-9	8	0.8
COc1ccc(N2CCN(C(=O)CN3C(=O)NC(C)(C4CC4)C3=O)CC2)cc1 (stereo not given)	2	0	3	1	/	3	7	3	/
COc1ccc(S(=O)(=O)CC(=O)c2cc(C)c(O)c(C)c2)cc1	-3	0	-1	5	5	5	2	3	3.3
O=C(NC1CCCCC1)C1CCCN(S(=O)(=O)c2cccs2)C1 (stereo not given)	-5	6	2	-4	-3	1	3	-4	-0.8
O=C(CCC(=O)Nc1ccc(F)cc1)N/N=C/c1ccccc1	-2	-3	0	12	-5	1	0	4	0.7

Reformatted field by field: entries from further up.
canonical_smiles: CC(C)OP(=O)(OC(C)C)C(Nc1ccccc1)c1cccnc1 (stereo not given)
  GLD-1 TGE inh = 3
  pPAFAH inh = 4
  PAFAH1B2 FP inh = 4
  MCL1-BIM inh = 6
  Fam108B counter = 2
  AHR act = -1
  PME-1 primary = 4
  Bcl-xL primary = 0
  MEX-5 binding = 0.5

canonical_smiles: O=C(C1=C(O)C(=O)N(CC2CCCO2)C1c1cccc(O)c1)c1ccco1 (stereo not given)
  GLD-1 TGE inh = 5
  pPAFAH inh = 2
  PAFAH1B2 FP inh = 1
  MCL1-BIM inh = -2
  Fam108B counter = -2
  AHR act = -1
  PME-1 primary = 0
  Bcl-xL primary = 6
  MEX-5 binding = -0.9

Other structures follow:
SMILES	GLD-1 TGE inh	pPAFAH inh	PAFAH1B2 FP inh	MCL1-BIM inh	Fam108B counter	AHR act	PME-1 primary	Bcl-xL primary	MEX-5 binding
Cc1[nH]c2ccccc2c1C(=O)C(C)OC(=O)c1ccccc1NCCO (stereo not given)	45*	7	5	-1	1	8	6	4	1.5
COc1ccccc1Nc1nc(N)nc(CN2CCC(Cc3ccccc3)CC2)n1	7	7	-4	7	6	6	-2	8	2.0
CN1CCN(C(=O)Nc2ccccc2CC[N+](=O)[O-])CC1	15	8	0	22	1	29	6	21	-5.8
CC(=O)c1ccc(N2CC(C)(C)C2=O)cc1	7	-2	2	5	-4	-1	-1	8	-4.2
O=C(COC(=O)/C=C/c1cccc(F)c1)NC1CC1	7	-1	0	/	/	0	/	/	/
COc1ccc(/C=c2\sc3nc(-c4ccccc4)c(-c4ccccc4)n3c2=O)cc1OC	-2	8	7	-4	4	6	-2	-3	-3.6
COc1ccc(CN(C)S(=O)(=O)c2nnc(NC(=O)c3ccccc3OC)s2)cc1OC	-2	1	-6	4	-1	15	-3	2	0.5
COc1ccc(-c2cc3c(=O)n(CC(=O)N4CCCC4)ncn3n2)cc1	-4	1	6	3	-1	1	8	1	-2.8
Cc1ccc(-n2nc3c(c2NC(=O)c2ccc4c(c2)OCO4)CSC3)cc1	-6	2	0	6	-10	4	0	1	-0.2
O=C(COC(=O)C1CCN(c2ccc(C(F)(F)F)cn2)CC1)NC1CCCCC1	0	1	7	-2	2	1	-2	0	0.2
COC(=O)c1c(NC(=O)/C=C/C(=O)O)sc(C)c1-c1ccc(C(C)C)cc1	-4	20	-5	-9	-4	3	-10	-3	3.2
CCCN1CCc2c(sc(NC(=O)CCS(=O)(=O)c3ccccc3)c2C(N)=O)C1	-2	2	-2	6	-2	2	4	6	-0.4
CC(=O)C1[C@H](N(C)C)CC2C3CC=C4CC(O)CC[C@]4(C)C3CC[C@@]21C (stereo not given in full)	-7	2	3	5	3	1	0	5	2.1
C=C(C)C1CC=C(C)/C(=N/NC(=O)c2ccc(NC(=O)CC)cc2)C1 (stereo not given)	3	4	2	5	0	31	-4	1	-1.5
C/C(=N\NC(=O)COc1ccccc1[N+](=O)[O-])c1cccc(NC(=O)c2ccncc2)c1	-8	4	3	6	4	16	8	3	-1.2
CC(C)n1nc(C(=O)OCC(=O)N2CC(=O)Nc3ccccc32)c2ccccc2c1=O	4	5	3	1	4	0	6	1	-1.1
O=C(CN(Cc1ccccc1Cl)C(=O)CNS(=O)(=O)c1ccccc1)NCC1CCCO1 (stereo not given)	4	5	0	0	0	-2	4	5	1.1
CCCCn1c(N)c(N(CCOC)C(=O)C2CCCN(C(=O)c3ccc(Cl)cc3)C2)c(=O)[nH]c1=O (stereo not given)	11	-3	1	-14	-4	-1	-5	-7	-1.0
CCOC(=O)CSc1nnc(Cc2cc(=O)[nH]c(=O)[nH]2)n1-c1ccc(Cl)cc1	38*	2	0	26	4	38	5	21	-10
Cc1[nH]c2ccccc2c1/C=C/c1nc2ccccc2c(=O)n1-c1cccc([N+](=O)[O-])c1	7	6	-2	1	-3	34	6	0	/
CC(=C/C(=O)O)/C(=C\c1ccc(Br)o1)C(=O)O	2	1	2	1	-3	0	-3	6	-1.6
O=C(COc1ccccc1Cl)NC(=S)Nc1ccc(CN2CCOCC2)cc1	7	0	0	22	-1	-7	0	10	-6.4
CCOC(=O)c1c(NC(=O)COC(=O)c2cnccn2)sc(C)c1C	6	3	0	/	/	0	/	/	/
CCOC(=O)C1CCCN(c2cc(C)nc3cc(-c4ccc(Cl)cc4)nn23)C1 (stereo not given)	3	-2	3	-4	1	7	3	2	-1.7
C=CC[C@@H](CC(=O)NCCO)C(=O)NCCOC(=O)[C@@H](CC=C)Cc1ccc(F)cc1	-5	-1	6	/	/	0	/	/	/

Just PAFAH1B2 FP inh, for 7 of the compounds above:
mol,PAFAH1B2 FP inh
CC(=O)c1ccc(N2CC(C)(C)C2=O)cc1,2
O=C(COC(=O)/C=C/c1cccc(F)c1)NC1CC1,0
COc1ccc(/C=c2\sc3nc(-c4ccccc4)c(-c4ccccc4)n3c2=O)cc1OC,7
COc1ccc(CN(C)S(=O)(=O)c2nnc(NC(=O)c3ccccc3OC)s2)cc1OC,-6
COc1ccc(-c2cc3c(=O)n(CC(=O)N4CCCC4)ncn3n2)cc1,6
Cc1ccc(-n2nc3c(c2NC(=O)c2ccc4c(c2)OCO4)CSC3)cc1,0
O=C(COC(=O)C1CCN(c2ccc(C(F)(F)F)cn2)CC1)NC1CCCCC1,7

Next structures:
SMILES	GLD-1 TGE inh	pPAFAH inh	PAFAH1B2 FP inh	MCL1-BIM inh	Fam108B counter	AHR act	PME-1 primary	Bcl-xL primary	MEX-5 binding
CC1Sc2ccc(C(=O)Nc3ccccc3OC(F)F)cc2NC1=O (stereo not given)	4	4	1	-7	1	1	1	-4	2.9
Cc1c(CN2CCC(CO)(Cc3cccc(C(F)(F)F)c3)CC2)c2ccccc2n1C	8	-2	-3	4	0	4	7	6	-0.4
CCCN1C=CC(=CC=C(C#N)C#N)C=C1	-193	2	3	-161	3	7	-3	-109	?
CCCCc1ccc(NC(=S)N2CCC(O)CC2)cc1	-4	4	-3	10	4	-1	-5	7	0.6
Cc1ccc(-n2nnc3c(SCC(=O)NCC4CCCO4)ncnc32)cc1 (stereo not given)	1	6	-6	6	-3	-3	-3	6	-2.5
CC(C(=O)N1CCc2ccccc21)N1CCN(S(=O)(=O)c2cccs2)CC1 (stereo not given)	4	-2	3	0	/	3	-2	3	/
COC(=O)c1ccc(NC(=O)CSC2=NCCN2)cc1	2	4	1	7	3	1	-7	3	2.6
CCCCOc1ccc(C(=O)NNC(=O)c2cnccn2)cc1OC	-3	0	1	/	/	1	/	/	/
CCc1cc2ccc(OC)cc2nc1SCC(=O)NNC(C)=O	-2	8	4	6	-1	13	2	6	-2.0
CN(C)C=Nc1ncc2c3ccccc3n(CCN(C)C)c2c1C#N	4	-5	3	11	2	5	-7	1	1.3
CCOC(=O)c1nc(-c2ccccc2)oc1N1CCOCC1	4	-2	2	11	3	14	4	3	-1.4
